Hsp70 act: transcriptional activators of Hsp70. 200,000 tested, 0.04% active. HeLa Hsp70 promoter luciferase reporter, luminescence; scaled: vehicle 0, proteasome-inhibitor control 100%. activation, % at 10 µM;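 active means activation above the mean across all tested compounds plus 3 SD, cutoff set per campaign, cut at about 5.5% in these data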;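 further: 100% = MG132 at 30 µM as the positive control and 0% = DMSO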
NF-kB expr up: NF-kB expression increase, human neuronal cells. NF-kB reporter expression; active compounds read high. fold change at 12.5 µM. 190,000 tested, 1.6% active. AID 1239; in the data active means fold change above about 3.3
APP 5'UTR act: APP 5'UTR luciferase reporter activation. AID 1276. activation, % at 2 µM. 190,000 tested, 1% active. SH-SY5Y APP 5'UTR luciferase reporter, luminescence; zero percent = DMSO vehicle wells;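 active means activation above a set limit, based on mean plus 3 SD of controls, cut at about 140% in these data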; further: values of inactives mirror those of a sister screen read the other way
FLuc stim CS: affects firefly luciferase, flagging false hits in luciferase stimulation screens; 200,000 tested, under 10 active; P08659; ATPlite luciferase biochemical, luminescence, 10 min; 0 = ATP-free wells, 1 = DMSO control; activation factor at 10 µM;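 active means luciferase activation factor, scaled between plate controls, of at least 2 with compound at 10 µM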
Target sequence (P08659 whole entry, looked up): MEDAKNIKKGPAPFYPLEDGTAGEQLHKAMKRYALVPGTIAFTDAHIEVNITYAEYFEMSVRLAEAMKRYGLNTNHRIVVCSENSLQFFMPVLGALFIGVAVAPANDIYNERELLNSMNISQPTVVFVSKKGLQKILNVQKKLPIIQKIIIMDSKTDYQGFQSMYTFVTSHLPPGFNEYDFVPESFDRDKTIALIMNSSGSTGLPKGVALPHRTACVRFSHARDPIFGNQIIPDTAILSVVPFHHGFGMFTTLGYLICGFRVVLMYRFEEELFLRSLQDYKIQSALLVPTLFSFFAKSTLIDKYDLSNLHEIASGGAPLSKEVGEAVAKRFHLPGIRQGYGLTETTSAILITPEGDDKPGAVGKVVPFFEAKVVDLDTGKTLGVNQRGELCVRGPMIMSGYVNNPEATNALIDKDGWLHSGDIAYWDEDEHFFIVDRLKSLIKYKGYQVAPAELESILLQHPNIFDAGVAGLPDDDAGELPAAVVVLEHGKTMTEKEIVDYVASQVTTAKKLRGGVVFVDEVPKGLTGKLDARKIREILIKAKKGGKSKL
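Material: Luciferase/luciferin reagent mix | Doses: Test compounds dosed from 2 mM stocks in 100% DMSO | Timing: 10 min incubation after luciferase reagent addition, room temperature | Measured by: Luminescence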
APP transl inh: APP translation inhibition. SH-SY5Y APP 5'UTR-luciferase reporter, luminescence. 190,000 tested, 0.82% active. AID 1285. inhibition, % at 2 µM;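 active means inhibition above a set limit, derived from the sample mean plus 3 SD, cut at about 45% in these data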; further: values of inactives mirror those of a sister screen read the other way
STAT1 activator: increases IFN-gamma driven STAT1 reporter signal. NIH 3T3 STAT1-luciferase reporter, luminescence; 100% = IFN-gamma alone, no compound. activation (% of control), % at 5.5 µM. 200,000 tested, 2.6% active. AID 932;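 active means activation above the screen-wide mean activation plus 3 SD, cut at about 130% in these data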;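 further: raw ratio to IFN-gamma control signal so 100% means no change and 0% no light; values of inactives mirror those of a sister screen read the other way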
FLuc inhib CS: inhibits firefly luciferase, flagging false hits in luciferase inhibition screens; P08659; ATPLite firefly luciferase biochemical luminescence, 10 min; inhibition, % at 10 µM; 200,000 tested, 1.5% active; AID 1006;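 active means inhibition above about 50% when tested at 10 µM, limit read from the data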
G6PDH counter: inhibits Leuconostoc G6PDH, flagging false hits in G6PDH-based assays | AID 1020 | 200,000 tested, 0.12% active | inhibition, % at 5 µM | Purified L. mesenteroides G6PDH, diaphorase/resazurin coupled fluorescence, 45 min; in the data active means inhibition above about 50%
Efa HMGR inh: blocks class II HMG-CoA reductase of Enterococcus faecalis; 190,000 tested, 0.41% active; AID 1066; inhibition, % at 10 µM; purified E. faecalis HMGR, NADPH absorbance 340 nm kinetic;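 active means inhibition above a set limit, the median over all tested compounds plus 3 SD, cut at about 9.5% in these data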;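 further: enzyme runs in reverse so mevalonate oxidation gives rising NADPH absorbance; 0% = complete reaction with DMSO and 100% = background rate lacking mevalonate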
Redox H2O2 prof: compounds producing H2O2 with reducing agent – biochemical, NIH compound library profiling, artefact control for MLSCN library redox annotation, primary screen. DTT-dependent redox cycling H2O2, phenol red/HRP absorbance; 100% = 100 µM peroxide control, 0% = buffer. activation, % at 10 µM. 200,000 tested, 0.03% active. AID 878;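 active means activation of at least 50% relative to the plate's high and low controls in the primary single-dose screen; inactive means activation below 50%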;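 further: compound incubated with DTT at 0.8 mM final as the reducing agent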
An asterisk follows results filed as active; . = not tested or not shown.

SMILES	Hsp70 act	NF-kB expr up	APP 5'UTR act	FLuc stim CS	APP transl inh	STAT1 activator	FLuc inhib CS	G6PDH counter	Efa HMGR inh	Redox H2O2 prof
COc1ccc(-n2c(C)c(C(C)=O)c3cc(OCC(N)=O)ccc32)cc1	-0.1	1	7	1.1	-7	96	-6	7	-3	-1.1
CCOc1ccc(OCC)c(NC(=O)CSc2nnc(Cn3cnc4ccccc43)n2C)c1	-0.2	0.84	13	1.1	-13	86	-10	4	1	-3.1
CCc1nc(SCC(=O)Nc2ccnc3ccccc23)n[nH]1	0.1	0.85	-3	1.1	3	92	-6	11	-3	0.3
C=CCOc1ccc(C2C(C(=O)c3cccs3)=C(O)C(=O)N2c2nnc(C)s2)cc1 (configuration not stated)	0.3	.	6	.	-6	102	.	.	.	-3.3
CCOC(=O)c1cnn(-c2cc(C)nc3c(-c4ccccc4)cnn23)c1N	-0.1	0.32	18	1	-18	95	2	11	-2	-1.3
COc1ccc(CC(=O)OCC(=O)Nc2ccc(Cl)c(S(=O)(=O)N(C)C)c2)cc1	-0.2	1.2	-3	1	3	108	-5	7	-1	-1.7
CCOc1ccccc1CNCc1ccc(F)cc1	-0.3	1.3	-5	1.1	6	101	-11	4	2	0.2
O=C(Nc1cc(S(=O)(=O)N2CCOCC2)ccc1O)c1ccc(NS(=O)(=O)c2ccc(Cl)s2)cc1	-0.1	0.9	4	1	-4	98	-3	-2	3	0.0
CCCN(CCC)C(=O)COc1cc(=O)n(CC)c2ccccc12	0.1	1.1	6	1	-6	103	-5	-10	-8	-0.1
Cc1ccc(S(=O)(=O)N2CCN(S(=O)(=O)c3ccccc3)C2)cc1	-0.6	0.83	8	1.1	-8	100	-7	5	0	0.1
COCCCN1C(=O)C(=O)/C(=C(/O)c2ccc3c(c2)CC(C)O3)C1c1cccnc1 (configuration not stated)	-0.3	1.2	3	1	-3	102	-3	6	-1	3.0
CCCC(=O)Nc1cc(C(=O)O)ccc1Sc1ccccc1	-0.3	1.1	3	1.1	-4	92	-7	0	4	-1.0
CCOC(=O)c1[nH]c2ccc(C)cc2c1NC(=O)CN1CCCCC1	-0.3	0.95	-1	1	1	103	-4	-16	3	2.9
CCCCNC(=O)NC1C(NC(=O)NCCCC)N(C)C(=O)N1C (configuration not stated)	-0.1	0.96	8	1.1	-8	109	-6	3	2	2.3
O=c1c(-c2ccc(Br)cc2)coc2c(CN3CCOCC3)c(O)ccc12	0.0	1	21	1	-21	106	-2	4	-2	2.6
CCOC(=O)C(C(=O)NCC1CCCO1)C1CCCCC1 (configuration not stated)	0.2	1	-16	1.1	16	100	-9	-5	0	1.4
CC1CN(S(=O)(=O)c2ccc(C(=O)Nc3nnc(-c4ccco4)o3)cc2)CC(C)O1 (configuration not stated)	-0.2	0.9	4	1	-4	100	0	0	4	3.4
COc1ccc(OC)c(NC(=O)CSc2nnc(CNc3ccc(C)cc3C)o2)c1	-0.2	0.96	6	1	-6	101	-4	8	-6	2.0
CN=C1S/C(=C\c2ccc(N3CCCC3)c(F)c2)C(=O)N1C	-0.3	2.5	69	0.8	-69	117	24	6	-5	15
O=C(CCCOc1ccc(Cl)cc1Cl)NCC1CCCO1 (configuration not stated)	-0.1	1.4	-8	1	8	103	-3	-4	0	0.8
Cc1occc1C(=O)N=Nc1c(O)[nH]c2ccc(Br)cc12	-0.3	2.4	93	0.8	-93	120	20	-26	-8	0.0
Nc1cc(-c2nn[nH]n2)ccc1F	-0.4	1	7	1	-7	96	-5	6	3	3.2
Cc1nc2cc(C(=O)OCC(=O)NC34CC5CC(CC(C5)C3)C4)ccc2n1-c1ccccc1	-0.1	1.4	-5	1.2	5	107	-17	-21	0	-0.3
Fc1ccccc1N1CCN(c2cnc3ccccc3n2)CC1	-0.2	6.3*	.	0.7	.	168*	25	5	3	7.9
Brc1ccc(-c2noc(CCc3ccccc3)n2)o1	-0.3	1.5	5	1.1	-5	111	-8	4	-1	-3.5
C/C(=N\NC(=O)c1ccc(NS(=O)(=O)c2cccs2)cc1)c1ccc(C(C)(C)C)cc1	-0.4	0.71	-8	1	8	104	-4	2	0	0.7
CCOC(=O)CN1Cc2cccc(C(=O)O)c2C1=O	-0.2	1.3	-2	1	2	100	-5	-3	-9	-0.9
Cc1nn(CCCC(=O)NCc2ccc(F)cc2)c(C)c1[N+](=O)[O-]	-0.3	1	2	1	-2	102	-2	15	-3	0.2
COc1cc(/C=C/C(=O)O)cc2c1OCCO2	-0.1	1.3	-1	1.1	1	95	-7	4	0	0.6
COCCn1c(Cc2ccccc2)nnc1SCC(=O)N(C)C	-0.1	1	15	1	-15	94	-4	-3	5	0.7

Four compounds out of the list above, arranged by the value under NF-kB expr up, ascending.
smiles	Hsp70 act	NF-kB expr up	APP 5'UTR act	FLuc stim CS	APP transl inh	STAT1 activator	FLuc inhib CS	Efa HMGR inh	Redox H2O2 prof
CCOC(=O)c1cnn(-c2cc(C)nc3c(-c4ccccc4)cnn23)c1N	-0.1	0.32	18	1	-18	95	2	-2	-1.3
O=C(Nc1cc(S(=O)(=O)N2CCOCC2)ccc1O)c1ccc(NS(=O)(=O)c2ccc(Cl)s2)cc1	-0.1	0.9	4	1	-4	98	-3	3	0.0
COc1ccc(OC)c(NC(=O)CSc2nnc(CNc3ccc(C)cc3C)o2)c1	-0.2	0.96	6	1	-6	101	-4	-6	2.0
CCOc1ccccc1CNCc1ccc(F)cc1	-0.3	1.3	-5	1.1	6	101	-11	2	0.2

Later entries:
SMILES	Hsp70 act	NF-kB expr up	APP 5'UTR act	FLuc stim CS	APP transl inh	STAT1 activator	FLuc inhib CS	G6PDH counter	Efa HMGR inh	Redox H2O2 prof
CCc1nnc(NC(=O)c2ccc(S(=O)(=O)N3CCCCCC3)cc2)s1	-0.1	1.1	-7	1	7	93	-5	5	-4	-2.8
CC(C)OC(=O)CSc1nnc(-c2ccc(Cl)cc2)n1N	-0.3	1	-3	1.1	3	104	-7	8	4	-0.3
Oc1c(C(c2ccccc2)N2CCCCC2)sc2ncnn12 (configuration not stated)	-0.4	0.84	13	1	-13	98	0	11	-5	0.0
CCOC(=O)c1c(C)c(/C=N/Nc2ccccc2)n(C)c1C	-0.3	1.1	-1	1	1	102	3	-5	2	-0.9
COc1ccc2nc(NC(=O)CN3CCOCC3)sc2c1	0.4	1.8	5	0.9	-5	110	5	1	-4	0.0
Cc1ccc(O)c(C(=O)c2cnc3c(c2)COc2ccc(C)cc2-3)c1	-0.4	0.97	22	1	-22	97	-3	0	-2	3.7
CCO[C@H]1OC(C(=O)N2CCOCC2)=C[C@@H](C2CC2)[C@@H]1CCCO	-0.3	1.1	19	1.1	-19	97	-8	6	-1	0.8
CC(C)(C)c1cc(-n2ccnc2)n2ncc(-c3ccc(Cl)cc3)c2n1	-0.4	0.99	6	1	-6	104	-1	-5	-11	1.2
CCCCc1nnc(NC(=O)C(C)Sc2nc(O)c(Cc3ccccc3)c(=O)[nH]2)s1 (configuration not stated)	-0.5	1.3	-3	1.1	3	107	-6	9	-5	0.6
Cc1ccc2nc(NC(=O)C3CCN(S(=O)(=O)c4ccc5c(c4)oc(=O)n5C)CC3)sc2c1	-0.3	0.97	-1	1.1	1	91	-9	-4	-1	-1.1
CC(=O)c1cc(C(=O)N2CCCC(CCC(=O)N(C)CCc3ccccn3)C2)cs1 (configuration not stated)	0.0	1.1	-1	1	1	102	-5	3	-2	-3.4
O=C(Nc1ccc(Cl)c([N+](=O)[O-])c1)c1ccc2c(c1)OCCO2	0.2	3.7*	168*	0.7	-168	139*	28	-1	0	0.0
Cc1cc(=O)n2nc(-c3ccc(C(F)(F)F)cc3)sc2n1	-0.3	1.4	-2	0.8	2	129*	18	-5	3	4.4
CC(C)CC(NC(=O)OC(C)(C)C)C(=O)NCc1ccccc1 (configuration not stated)	-0.2	1.1	9	1	-9	99	-1	12	-5	-0.1
CC(C)(C)C1(O)CC(C(F)(F)F)=NN1C(=O)Cc1ccc([N+](=O)[O-])cc1 (configuration not stated)	0.1	1	6	1.1	-6	92	-6	2	-12	-2.2
O=C(NCCN1CCOCC1)c1cccs1	-0.5	0.92	4	1	-4	97	3	3	-2	-14
COc1cc(/C=N/NC(=S)Nc2cccnc2)cc(OC)c1O	-0.4	0.99	21	0.9	-21	96	9	8	0	-1.9
C=CCn1nc(-c2ccccc2)c2c(C)onc2c1=O	-0.3	1.1	-6	1.1	6	93	-8	0	2	-0.5
COC(=O)c1cc(OC)c(OC)cc1NC(=O)c1cnccn1	-0.7	0.87	-8	1	8	95	-3	4	0	0.3
C=CCc1cccc(C2Nc3ccccc3C(=O)N2O)c1O (configuration not stated)	-0.3	1.3	10	1.1	-10	94	-10	6	-4	-2.5
O=C(CSc1nc2ccccc2[nH]1)Nc1ccccc1N1CCOCC1	-0.1	0.98	-2	1.1	2	102	-6	-12	1	9.0
O=C(NC(=S)Nc1ncccn1)c1ccc(Cl)cc1Cl	0.5	2.2	36	0.4	-36	174*	64*	4	0	0.0
Cc1ccc(NS(=O)(=O)c2ccc(NC(=O)c3cccs3)cc2)c(C)c1	0.2	1.1	13	1	-13	101	-5	3	0	0.1
C#CCSc1nnc(CSc2nc3ccccc3s2)n1-c1ccccc1	-0.2	0.77	4	1	-4	86	1	-5	-2	0.8
CCc1nn2cc(C(=O)c3ccccc3O)cnc2c1-c1ccc(F)cc1	-0.3	1.1	-4	1.1	4	100	-10	14	-6	0.1
CCN(C(=O)CN1CCCCC1)C1(C)C(=O)c2ccccc2C1=O	-0.4	1.5	22	1.1	-22	93	-6	6	0	0.6
CCOC(=O)N1CCC(Nc2nc3ccccc3n3nnnc23)CC1	-0.2	0.49	32	1	-32	116	-1	-2	0	-0.2
O=C(N/N=C/c1ccc(OCc2ccccc2)cc1)c1ccc(O)cc1	-0.4	0.91	3	1	-3	93	1	4	-1	-0.4
O=c1ccn(Cc2ccc(F)cc2)c2ccnc(C(F)(F)F)c12	0.0	1.3	-1	1	1	90	1	7	-4	-0.3
O=C(O)C1C2CC2CN1C(=O)c1ccc(Cl)cc1Cl (configuration not stated)	-0.2	0.99	1	1.1	-1	97	-5	5	-4	-1.0
O=C(/C=C/c1cnc2ccccc2n1)NC12CC3CC(CC(C3)C1)C2	-0.1	1	190*	0.6	-190	150*	42	-9	-2	0.5
CC(Sc1ncnc2ccccc12)C(=O)Nc1ccc2c(c1)OCCO2 (configuration not stated)	-0.3	0.73	3	0.9	-3	90	10	-11	-1	0.9
COCCn1c(-c2ccco2)csc1=Nc1cccnc1	-0.2	0.96	-10	1	10	96	-3	7	0	-0.2
O=C(NNC1=NCCC1)c1ccc(Br)cc1	-0.3	1.5	-1	1.1	1	99	-10	3	-1	0.2
N/C(=N\OC(=O)CCCc1ccccc1)c1ccc([N+](=O)[O-])cc1	0.1	1	-18	1	18	104	-2	-2	-1	0.2
Cc1ccc(C)c(NC(=O)C2CC(O)CN2C(=O)OC(C)(C)C)c1 (configuration not stated)	-0.5	1	14	1.1	-14	104	-8	6	-6	-5.3
CCc1nnc(NC(=O)CSc2nnc(-c3ccoc3C)n2-c2cccc(C)c2)s1	-0.3	1.5	9	1	-9	97	-2	15	-6	0.3
CCCCCc1nnc(NC(=O)c2ccc(=O)n(C)n2)s1	-0.1	1	-6	1.1	6	95	-6	4	2	0.2

Looked up above.
For APP 5'UTR act, COCCn1c(-c2ccco2)csc1=Nc1cccnc1 has -10
For Redox H2O2 prof, N/C(=N\OC(=O)CCCc1ccccc1)c1ccc([N+](=O)[O-])cc1 has 0.2

Source: PubChem BioAssay (several laboratories)

Random draw from the library; about 5.3% have a hit in one of these screens.
